# Compound activity (PubChem BioAssay)
# PGC1a acetyl inh = inhibitors of PGC1a acetylation signal, primary screen, cell-based, U2OS, AlphaScreen, inhibitor mode; AlphaScreen anti-acetyl-lysine; with virally co-expressed GCN5 acetyltransferase; inhibition, % at 15.6 µM; 0.17% of 350,000 active; AID 651687, 2012;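 active means every replicate shows inhibition of at least 40%; inconclusive means mean inhibition at least 40% but some replicate below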;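 further: 0% = neutral control wells and 100% = positive control wells; some results beyond the cut were filed as inactive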
# PAX8 reporter = inhibitors of PAX8-driven TPO luciferase reporter, primary screen, RMG-I cells, single concentration | SteadyGlo, 24 h | inhibition, % at 12.6 µM | 1.2% of 360,000 active | AID 652154, 2013;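 active means mean replicate inhibition at least 60% with every replicate also reaching 60%; inconclusive means only one of the two criteria is met; inactive means mean below 60% and not all replicates reaching 60%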;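 further: luciferase light reporting Pax8 driven TPO promoter activity; plate controls were median of neutral control wells for no effect and mitoxantrone controls for full effect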
# ARNT-TACC3 inh = disruptors of ARNT/TACC3 protein interaction, primary screen, biochemical, AlphaScreen, single concentration; Transforming acidic coiled-coil-containing protein 3 (Homo sapiens), Q9Y6A5; AlphaScreen His-ARNT PAS-B/GST-TACC3 binding, luminescence; TACC3 fragment carries E629A point mutation; inhibition, % at 9.99 µM; 0.66% of 390,000 active;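 active means mean inhibition of replicates at least 50% and at least half of replicates each reaching 50%; inconclusive means half or more replicates reach 50% but mean below 50%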;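 further: 0% = complete ARNT plus TACC3 wells and 100% = ARNT alone without TACC3; many hits fall short of the cut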
# PglD DTNB = C. jejuni PglD acetyltransferase inhibitors, primary screen, biochemical, DTNB colorimetric, single point | UDP-N-acetylbacillosamine N-acetyltransferase PglD (Campylobacter jejuni) | purified PglD enzyme, DTNB colorimetric CoA detection | inhibition, % at 12.5 µM | 0.098% of 360,000 active | AID 602405, 2012; in the data active means inhibition above about 16%, passing the limit was not always enough; inconclusive means no clear call, values can overlap the other calls; further: strong numbers were not always called active
# Cneo AK release = Cryptococcus neoformans cell lysis inducers, primary screen, AK release luminescence, single concentration; C. neoformans lysis, adenylate kinase release luminescence, 4 h; normalised: neutral wells 0, clomiphene wells 100; lysis activity, % at 15 µM; 0.2% of 360,000 active; AID 651654, 2012;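 active means mean lysis activity across replicates of at least 80%, whatever share of replicates individually reach that level; inactive means mean lysis activity below 80%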
#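 Assay system: Cryptococcus neoformans yeast cells / Dosing: single-point compound dose / Timing: 4 h at 37 °C static, read 1 h later / Measured by: luminescence of released adenylate kinase using an AK detection reagent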
# C2C12 statin = suppressors of statin myotoxicity in C2C12 myotubes, primary screen, cell-based, single point, plate reader. AID 602340, 2012. C2C12 myotubes + simvastatin, ATP luminescence, 48 h; scaled: DMSO 0, geranylgeraniol control 100. rescue of ATP level, % at 7.49 µM. 0.78% of 330,000 active;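 active means mean ATP rescue above about 67%, or every replicate alone reaching that limit, limit read from the data, passing the limit was not always enough; inconclusive means no clear call, values can overlap the other calls; inactive means mean under the limit and some replicate under it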;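 further: myotubes were challenged with 10 µM simvastatin during compound exposure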
# INS-1E GSIS act = GLuc luminescence reporter in INS-1E cells, primary screen for activators of glucose-dependent secretion of insulin; INS-1E GLuc reporter insulin secretion, 2-3 h; activation, % at 16.6 µM; 0.61% of 370,000 active; AID 743287, 2014;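 active means lowest replicate activation of at least 40%, so every replicate reaches that level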;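 further: 0% = median of neutral control wells and 100% = median of IBMX positive control wells; some compounds called inactive have numbers as strong as hits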
# LGR2 inh = inhibitors of bursicon-induced LGR2 CRE-luciferase signal, primary screen, cell-based, HEK293, CRE-luciferase reporter, bursicon stimulation | Drosophila bursicon receptor LGR2 (rickets) | bursicon-stimulated, 4 h | inhibition, % at 9.99 µM | 0.35% of 380,000 active | AID 720647, 2013;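 active means drop in luminescence signal, shown as inhibition above about 50% in the replicate tests, limit read from the data, passing the limit was not always enough; inconclusive means probably only some replicates passing the limit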;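 further: agonist challenge used bursicon conditioned medium at about half maximal strength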
# * marks the source's active call; other numbers are inactive results; ? = inconclusive; · = no result given.
item | mol | PGC1a acetyl inh | PAX8 reporter | ARNT-TACC3 inh | PglD DTNB | Cneo AK release | C2C12 statin | INS-1E GSIS act | LGR2 inh
1 | COc1ccc2oc(C(=O)OC(C)C(=O)NC3(C#N)CCCCC3)c(C)c2c1 (configuration not stated) | · | -1 | -2 | 4 | -1 | 1 | -21 | -6
2 | C[C@@H]1CN([C@@H](C)CO)C(=O)c2cccc(NC(=O)c3cnccn3)c2O[C@@H]1CN(C)C(=O)Nc1ccccc1 | -1 | -2 | -5 | -5 | 1 | 17 | 18 | 4
3 | Cc1cc(=O)oc2c3c(ccc12)OC/C3=N/N | -3 | 14 | 0 | · | · | -7 | 4 | 1
4 | Cc1ccc(-n2nnnc2SCC(=O)NNC(=O)c2ccco2)c(C)c1 | 2 | · | -8 | -2 | 1 | -3 | 11 | -12
5 | COc1ccc(CCNC(=O)C(NC(=O)OCc2ccccc2)C(C)C)cc1OC (configuration not stated) | · | 7 | -3 | · | · | 15 | -15 | 10
6 | C[C@@H]1CN([C@H](C)CO)C(=O)c2cc(N(C)C)ccc2O[C@H]1CN(C)C(=O)Nc1ccc(C(F)(F)F)cc1 | 1 | 6 | -2 | 0 | 0 | 9 | 10 | -1
7 | CCCN(C(=O)c1cnccn1)c1c(N)n(Cc2ccccc2)c(=O)[nH]c1=O | · | -9 | 3 | 2 | 0 | -1 | 12 | 29
8 | C[C@@H]1CN([C@H](C)CO)C(=O)Cc2cc(NC(=O)CCN3CCOCC3)ccc2O[C@H]1CN(C)C(=O)Nc1ccc(C(F)(F)F)cc1 | 9 | · | -7 | -2 | 0 | 8 | 0 | 9
9 | CCn1c(C)nc2cc(C(=O)N/N=C/c3ccc(O)cc3)ccc21 | · | -22 | 10 | · | · | · | -33 | -9
10 | COc1cccc(N2CC(C)Cn3c2nc2c3c(=O)n(CCN3CCOCC3)c(=O)n2C)c1 (configuration not stated) | -2 | 2 | 5 | -1 | -2 | -3 | 7 | 1
11 | CC(C)NC(=O)N(C)C[C@@H]1OCCCC[C@H](C)Oc2ccc(NS(=O)(=O)c3ccc(Cl)cc3)cc2C(=O)N([C@H](C)CO)C[C@@H]1C | -6 | 9 | -7 | 0 | 1 | · | -25 | 3
12 | COc1ccc(NC(C#N)c2ccccc2OCc2ccccc2)cc1 (configuration not stated) | 13 | -8 | 2 | 5 | -1 | -4 | -1 | -20

# One compound at a time (already shown). Values in the order: PGC1a acetyl inh	PAX8 reporter	ARNT-TACC3 inh	PglD DTNB	Cneo AK release	C2C12 statin	INS-1E GSIS act	LGR2 inh
# `C[C@@H]1CN([C@H](C)CO)C(=O)Cc2cc(NC(=O)CCN3CCOCC3)ccc2O[C@H]1CN(C)C(=O)Nc1ccc(C(F)(F)F)cc1` is listed with 9	·	-7	-2	0	8	0	9
# `CC(C)NC(=O)N(C)C[C@@H]1OCCCC[C@H](C)Oc2ccc(NS(=O)(=O)c3ccc(Cl)cc3)cc2C(=O)N([C@H](C)CO)C[C@@H]1C` is listed with -6	9	-7	0	1	·	-25	3
# `CCn1c(C)nc2cc(C(=O)N/N=C/c3ccc(O)cc3)ccc21` is listed with ·	-22	10	·	·	·	-33	-9

# (more compounds)
item | mol | PGC1a acetyl inh | PAX8 reporter | ARNT-TACC3 inh | PglD DTNB | Cneo AK release | C2C12 statin | INS-1E GSIS act | LGR2 inh
13 | CO[C@@H]1CN(C)C(=O)c2cc(NC(C)=O)ccc2OC[C@H](C)N(C(=O)c2cccnc2)C[C@H]1C | ? | 2 | -4 | -1 | -3 | -13 | 4 | -12
14 | O=C(NCc1ccc2c(c1)OCO2)c1ccc(Br)cc1 | 4 | -11 | -8 | -5 | 2 | 20 | -11 | -9
15 | Cc1ccc(Cn2c(SCC(=O)Nc3cc(C)on3)nc3ccccc3c2=O)cc1 | -19 | · | 1 | -7 | -2 | 10 | · | ·
16 | O=C(NCc1cccnc1)C(=O)NCC1OCCN1S(=O)(=O)c1ccc(F)cc1 (configuration not stated) | 4 | -13 | -2 | 5 | 3 | -1 | 2 | -11
17 | CCOc1ccc(NC(=O)CC2C(=O)Nc3ccccc3N2C(=O)c2ccccc2)cc1 (configuration not stated) | -7 | 0 | 33 | · | · | · | -20 | 10
18 | COc1ccc(OC)c(-c2csc(N(Cc3ccco3)C(=O)c3ccco3)n2)c1 | -8 | 8 | 10 | 1 | -1 | -2 | 19 | 13
19 | CCCNC(=O)N1CC(=O)N2[C@H](CO)[C@H](c3ccc(-c4cccc(C)c4)cc3)[C@@H]2C1 | -13 | -4 | · | · | · | · | -11 | 27
20 | Cc1noc(C)c1NC(=O)NCC[C@H]1CC[C@H](NC(=O)c2ccccc2)[C@H](CO)O1 | 1 | -5 | -8 | -1 | 0 | 4 | 9 | -7
21 | COc1ccc(N2CCN(C(=O)CSc3nnc4nc(C)cc(C)n34)CC2)cc1 | 5 | · | 1 | 2 | 6 | 21 | 10 | -12
22 | O=C(NCCC1=CCCCC1)C1CCCN(S(=O)(=O)c2cccnc2)C1 (configuration not stated) | -1 | 6 | -4 | -2 | -2 | -1 | 5 | 7
23 | COc1ccc(C(O)C2c3c(cc4c(c3OC)OCO4)CCN2C)c(CO)c1OC (configuration not stated) | -3 | · | · | -2 | 0 | 4 | 8 | -1
24 | C[C@@H]1CCCCO[C@H](CN(C)C(=O)CCC(F)(F)F)[C@@H](C)CN([C@H](C)CO)C(=O)c2cc(NC(=O)C3CCCCC3)ccc2O1 | 13 | 1 | -14 | -2 | 1 | · | -6 | -6

# 3 structures already listed, sorted by molar mass, high to low:
item | mol | PGC1a acetyl inh | PAX8 reporter | ARNT-TACC3 inh | PglD DTNB | Cneo AK release | C2C12 statin | INS-1E GSIS act | LGR2 inh
17 | CCOc1ccc(NC(=O)CC2C(=O)Nc3ccccc3N2C(=O)c2ccccc2)cc1 (configuration not stated) | -7 | 0 | 33 | · | · | · | -20 | 10
15 | Cc1ccc(Cn2c(SCC(=O)Nc3cc(C)on3)nc3ccccc3c2=O)cc1 | -19 | · | 1 | -7 | -2 | 10 | · | ·
14 | O=C(NCc1ccc2c(c1)OCO2)c1ccc(Br)cc1 | 4 | -11 | -8 | -5 | 2 | 20 | -11 | -9

# Later entries.
item | mol | PGC1a acetyl inh | PAX8 reporter | ARNT-TACC3 inh | PglD DTNB | Cneo AK release | C2C12 statin | INS-1E GSIS act | LGR2 inh
25 | CCOC(=O)c1c(CN2CCN(CC#N)CC2)n(C)c2cc(Br)c(OC)cc12 | -69 | 12 | 19 | -1 | 0 | -5 | -17 | -7
26 | O=C(Nc1cc(S(=O)(=O)N2CCCCC2)ccc1Cl)c1ccccc1NS(=O)(=O)c1ccc(F)cc1 | · | 93* | -2 | · | · | · | -23 | 47
27 | CNC[C@@H]1Oc2cc(C#CC3CCCCC3)ccc2S(=O)(=O)N([C@@H](C)CO)C[C@@H]1C | -14 | 92* | 13 | -2 | -1 | 1 | 12 | 34
28 | Cc1cc(=O)[nH]c(SCC(=O)C23CC4CC(CC(C4)C2)C3)c1C#N | 0 | · | -12 | -1 | -1 | -13 | · | ·

# Look-ups from the results shown:
# INS-1E GSIS act result of no. 6 → 10
# LGR2 inh result of no. 26 → 47

# Compounds 27 through 28, quoted:
item | mol | PGC1a acetyl inh | PAX8 reporter | ARNT-TACC3 inh | PglD DTNB | Cneo AK release | C2C12 statin | INS-1E GSIS act | LGR2 inh
27 | CNC[C@@H]1Oc2cc(C#CC3CCCCC3)ccc2S(=O)(=O)N([C@@H](C)CO)C[C@@H]1C | -14 | 92* | 13 | -2 | -1 | 1 | 12 | 34
28 | Cc1cc(=O)[nH]c(SCC(=O)C23CC4CC(CC(C4)C2)C3)c1C#N | 0 | · | -12 | -1 | -1 | -13 | · | ·
